TCR act = activates T cell receptor signaling; primary human leukocytes, anti-CD3, IL-2 HTRF, 48 h; Potency, µM (series often up to 9.22 µM), for the others: top-dose activation of IL-2 secretion, usual class: activators; 330,000 tested, under 10 active; AID 504894; also: % of control where 0% means no effect
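IL-2 produced over 48 hr by a-CD3 bead-stimulated primary human leukocytes exposed to compounds was detected with a homogeneous time-resolved FRET immunoassay, 665nm acceptor signal after 320nm excitation.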
AT treatment = candidate therapy for ataxia-telangiectasia | […] A-T fibroblasts, KAP-1 phosphorylation AlphaLISA; neocarzinostatin DNA damage 30 min before lysis | Potency, µM (doses to about 57.5 µM), for inactives: at the highest dose activation, actives largely listed as activators | 0.19% of 320,000 active; also: potency is read from the fitted curve at half-maximal effect; % of control where 0% means no effect; nearly all actives have a fitted effect of over 45% in size
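hTERT-immortalized A-T patient fibroblasts ([…]), 500 cells/well in OPTI-MEM, 1% FBS, got compounds for 60 min, then NCS for 30 min at 37C. Lysates were then assayed for phospho-KAP-1 by AlphaLISA (anti-pKAP1 donor, anti-KAP1 acceptor beads), 6 hr at 25C.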
GALK inh = galactokinase (human) inhibition | P51570 | Purified GALK, Kinase-Glo residual ATP luminescence | Potency, µM (series often up to 57.5 µM), for inactives: top-dose activity change, negative = inhibition, actives largely listed as inhibitors | 0.007% of 270,000 active | AID 1868; also: potency is read from the fitted curve at half-maximal effect; % is scaled to controls: 0 for no effect and ±100 for the full control effect
Target sequence (P51570 whole entry, looked up): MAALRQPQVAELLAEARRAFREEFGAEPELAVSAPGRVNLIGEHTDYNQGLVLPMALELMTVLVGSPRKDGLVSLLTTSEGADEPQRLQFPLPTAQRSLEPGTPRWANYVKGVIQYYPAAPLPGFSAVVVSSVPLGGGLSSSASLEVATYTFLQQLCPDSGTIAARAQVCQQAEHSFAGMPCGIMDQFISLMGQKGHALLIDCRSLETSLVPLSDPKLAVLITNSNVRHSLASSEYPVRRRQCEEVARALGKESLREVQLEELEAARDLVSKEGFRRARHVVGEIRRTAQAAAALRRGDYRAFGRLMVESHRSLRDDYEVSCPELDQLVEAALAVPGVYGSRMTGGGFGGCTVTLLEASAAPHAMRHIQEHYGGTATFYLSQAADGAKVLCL
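5 nM enzyme, 35 uM ATP, 100 uM galactose, 20 mM HEPES pH8.0, 5 mM MgCl2; 1 h RT; residual ATP by Kinase-Glo Plus luminescence, qHTS format.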
Tb PFK block = T. brucei PFK enzyme inhibition. AID 485367. O15648. T. brucei PFK, ADP-Glo luminescence. Potency, µM (highest dose often 57.5 µM), for the others: at the top dose activity, negative = inhibition, most hits filed as inhibitors. 0.17% of 330,000 active;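 also: potency is read from the fitted curve at half-maximal effect; 0% = uninhibited 1x PFK enzyme wells and -100% = no-enzyme wells; nearly all actives have a fitted effect of over 60% in size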
Target sequence (O15648 whole entry, looked up): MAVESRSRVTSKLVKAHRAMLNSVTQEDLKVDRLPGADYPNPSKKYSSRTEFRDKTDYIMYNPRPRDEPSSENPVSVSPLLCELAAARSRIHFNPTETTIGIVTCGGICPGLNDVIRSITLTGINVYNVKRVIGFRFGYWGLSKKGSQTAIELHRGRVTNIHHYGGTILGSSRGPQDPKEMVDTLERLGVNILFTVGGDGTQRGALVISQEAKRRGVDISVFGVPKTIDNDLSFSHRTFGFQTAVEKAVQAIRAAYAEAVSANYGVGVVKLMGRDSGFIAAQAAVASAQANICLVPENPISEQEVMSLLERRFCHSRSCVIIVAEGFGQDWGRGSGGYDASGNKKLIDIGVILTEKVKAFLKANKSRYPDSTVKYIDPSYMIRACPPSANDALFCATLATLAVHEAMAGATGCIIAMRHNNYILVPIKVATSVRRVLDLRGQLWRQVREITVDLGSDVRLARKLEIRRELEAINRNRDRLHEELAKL
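In TEA buffer at pH 8.0 with 5 mM MgCl2, enzyme (1.25 nM) converted F6P (0.5 mM) and ATP (0.1 mM) for 45 min at room temperature. ADP product was read by luciferase luminescence.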
hERG WT inh = blocks the wildtype human KCNH2 potassium channel; Q12809; U2OS, BacMam KCNH2, thallium flux FluxOr; hits give low values; activity change, % at 1.84 µM; 0.37% of 340,000 active;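 active = maximum activity change below -70%; inconclusive = maximum activity change between -70% and -50%; inactive = maximum activity change above -50%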; also: % is scaled to controls: 0 for no effect and ±100 for the full control effect
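U2OS cells transduced with wild-type KCNH2 virus are loaded with FluxOr dye for 45 min, and thallium flux is measured in kinetic reads before and after stimulation buffer. Rate constants are normalized to DMSO controls.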
Chronic BCR inh = blocks chronic active B-cell receptor signaling; ABC-DLBCL IkBa-CBG/CBR reporter, luminescence ratio, 4 h; Potency, µM (highest dose often 46.1 µM), without a hit: at the top dose ratio change, negative = lower green/red ratio, hits mostly inhibitors; 0.05% of 340,000 active; active = well fitted inhibition curve with a large enough effect in the signal ratio, with a control signal flat, not every such curve was filed as active; inconclusive = small, poorly fitted or top-dose-only effect, or effect the other way, or a change in a side signal; the % refers to the signal ratio;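 also: potency is read from the fitted curve at half-maximal effect; plate controls were basal doxycycline-induced cells for no effect and cells given 10 µM MG132 for full effect; MG132 reads +100%, hits lower the ratio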
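TMD8 ABC-DLBCL cells carrying doxycycline-inducible green luciferase fused to IkappaBalpha plus unfused red luciferase were exposed to compounds (up to 46 uM) for 4 hrs at 37C. Activity came from the overlap-corrected green/red luminescence ratio.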
TSHR antagonist = human thyrotropin receptor antagonism; P16473; TSHR-expressing cells, TSH-stimulated cAMP HTRF, 2 h; hits give low values; activity change, negative = inhibition, % at 11.5 µM; 0.2% of 330,000 active;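 active = activity change below a set negative limit, meaning inhibition stronger than a set level, cut at about -70% in these data; inconclusive = activity change between two set negative limits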; also: % is scaled to controls: 0 for no effect and ±100 for the full control effect
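Freshly harvested TSHR cells receive pin-tooled compound, then EC80 TSH at 4nM final. After 2 hours at 37 deg C, antibody in lysis buffer and cAMP-d2 are added; 30 minutes at ambient temperature precede the HTRF read.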
CXXC DNA block = MLL CXXC-DNA interaction inhibition. MLL-CXXC / FITC-HOXA9 DNA fluorescence polarization. Potency, µM (series often up to 115 µM), inactives show top-dose activity change, negative = inhibition, hits mostly inhibitors. 0.037% of 290,000 active. AID 2662; active = well fitted inhibition curve with a large enough effect in the polarisation, with a control signal flat, not every such curve was filed as active; inconclusive = small, poorly fitted or top-dose-only effect, or effect the other way, or a change in a side signal; inactive = no such curve, though single readings can be large or run the other way; the % refers to the polarisation; also: potency is read from the fitted curve at half-maximal effect
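Fluorescence polarization: 7 uM MLL-CXXC (stock) preincubated 5 min with compounds, then 50 nM fluorescein-HOX-A9 DNA (stock) added; 30 min ambient. Buffer 50 mM Tris-HCl pH 7.5, 50 mM NaCl, 1 mM DTT, 0.05% BSA.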
Giardia killer = Giardia lamblia killing | Giardia lamblia trophozoite viability | activity change, % at 7.66 µM, hits read low | 0.15% of 340,000 active; in the data active = activity change below about -80%; inconclusive = between about -30% and that limit;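 also: parasites exposed to compound for two days anaerobically before the ATP read; % is scaled to controls: 0 for no effect and ±100 for the full control effect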
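ATP-content bioluminescence gauges trophozoite survival. Cells (100/well) receive compound and incubate anaerobically for 48 hrs at 37 deg C; detection reagent follows for 15-30 min at room temperature.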
FBPA coupling cs = coupling enzyme interference in Giardia aldolase counter-screen. coupling enzyme system counterscreen, AmpLite Red fluorescence. activity change, negative = inhibition, % at 58.2 µM, hits read low. 0.67% of 290,000 active; in the data active = activity change below about -30%; also: % is scaled to controls: 0 for no effect and ±100 for the full control effect
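Fluorescence at 525 nm excitation and 598 nm emission measured inhibition of the coupled detection system without aldolase. Compounds (at 57.5 uM final) were preincubated 10 min at room temperature with coupling enzyme reagent before a 20 min substrate/AmpLite Red step.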
Starred values were filed as active, the others as inactive; i = inactive; ? = inconclusive; nt = no result given; & = joins results of further samples; [ ] = remark or other dose. Unless noted, calls follow the shape of the dose curve; as a rule, active = well fitted curve in the direction sought with a large enough effect; inconclusive = small, poorly fitted or top-dose-only effect, or another doubt; inactive = no such curve, though single readings can be large; an effect the other way counts as inactive or inconclusive.

SMILES	TCR act	AT treatment	GALK inh	Tb PFK block	hERG WT inh	Chronic BCR inh	TSHR antagonist	CXXC DNA block	Giardia killer	FBPA coupling cs
O=c1c2cn(Cc3ccc(F)cc3)c3ccccc3c-2nn1Cc1ccc(F)cc1	1%	0%	3%	9%	-1	4%	14	0%	6	0
CCN(CC)CCCn1c2c(c(SCC(=O)Nc3ccc(F)c(F)c3)nc1=O)CCC2	nt	-4%	nt	-2%	25	1%	9	nt	0	nt
CCCc1nc(N)c(C#N)c(-c2ccco2)c1CC	nt	4%	0%	-2%	-3	?	-18	12%	0	-1
CCOC(=O)c1ccc(NC(=O)CN2CCN(CCN=CC3=C(O)CC(C)(C)CC3=O)CC2)cc1	-3%	1%	2%	-5%	-9	-3%	9	-13%	11	-1
COc1ccc(OC)c(NC(=O)c2sc3nc(C)cc(C)c3c2N)c1	6%	1%	1%	-1%	-5	-12%	-13	2%	29	-2
CC(=O)Nc1ccc(NC(=O)C2CCN(C(=O)c3cccs3)CC2)cc1	-3%	-2%	2%	2%	nt	3%	13	-4%	-10	5
Cc1nc2cc(N3CCCCC3)c(NC(=O)c3ccncc3)cc2c(=O)n1Cc1ccccc1	3%	-3%	0%	-3%	-9	0%	8	8%	0	0
CCN(C(=O)c1cc2ccccc2oc1=O)c1ccccc1	1%	nt	0%	1%	1	?	0	-2%	-12	-1
Cc1ccc2cc(/C=N/NC(=O)c3ccccc3O)c(Cl)nc2c1	1%[46.1 µM]	-4%	0%	3%	-2	?	-11	-22%	2	3
COC(=O)NCC(c1cccnc1)N1CCN(c2ccccc2OC)CC1 (stereo not drawn)	0%	6%	6%	-1%	26	0%	1	-3%	9	-1
CCN(CC)S(=O)(=O)c1ccc(N2CCOCC2)c(NS(=O)(=O)c2cc(C(C)(C)C)ccc2C)c1	-6%	-11%	2%	2%	2	?	-10	?	0	-3
COc1ccccc1N(CC(=O)NCCc1ccccc1)C(=O)CCC(=O)Nc1cc(C)ccn1	2%	0%	-1%	0%	-13	?	-4	-3%	-18	-5
Cc1ccc(S(=O)(=O)N(C)CCCC(=O)Nc2cccc3ccccc23)cc1	?	1%	2%	0%	5	?	-13	-1%	4	-2
O=C(CCc1nc2ccccc2s1)OCC(=O)N1CCN(C(=O)c2ccco2)CC1	-5%	-1%	1%	12%	-6	-1%	6	9%	-17	2
CN1C/C(=C\c2ccc(N3CCOCC3)cc2)C(=O)/C(=C/c2ccc(N3CCOCC3)cc2)C1	-3%[46.1 µM]	-3%	nt	0%	5	-10%	9	?	-5	2
CC(C)(C)C(=O)CC1(O)C(=O)N(Cc2ccccc2)c2ccccc21 (stereo not drawn)	1%	nt	5%	2%	-14	3%	-22	2%	-3	1
CC(C)c1ccc(OCC(=O)NC2CCCC2)cc1	1%	2%	-3%	2%	12	-1%	-23	?	13	2
C=CCc1ccc(OCCCCCN2CCOCC2)c(OC)c1	-1%	-2%	0%	8%	4	-13%	8	12%	-21	2
COc1ccc(NS(=O)(=O)c2cc(NC(=O)c3ccc(=O)[nH]n3)ccc2N2CCOCC2)cc1	nt	5%	nt	-4%	-16	-1%	-1	nt	0	nt
CCNC(=S)N/N=C/c1ccc(C#N)cc1	5%	0%	1%	5%	4	2%	5	-1%	-1	1
Cc1cccc(NC(=O)c2ccc(Cl)c(S(=O)(=O)N3CCCCC3)c2)n1	7%	4%	nt	4%	6	12%	-19	nt	-9	nt
COc1ccc(CN2CCN(Cc3cc4ccccc4o3)CC2CCO)c(F)c1 (stereo not drawn)	6%	0%	-3%	1%	34	-3%	-7	1%	-9	0
COc1ccc(CNC(=O)[C@H](Cc2ccccc2)NC(=O)C2CCNCC2)cc1	-1%	-5%	0%	-3%	-5	-1%	-1	5%	0	0
CC(C)OCCCNS(=O)(=O)c1ccc2c(c1)OCCO2	-5%	0%	-1%	3%	-6	2%	-11	-4%	-4	0
O=C(Cn1nnc(-c2ccncc2)n1)Nc1ccc2c(c1)CCC2	9%	-5%	1%	-3%	-6	-1%	-4	-4%	13	9

(list continues)
SMILES	TCR act	AT treatment	GALK inh	Tb PFK block	hERG WT inh	Chronic BCR inh	TSHR antagonist	CXXC DNA block	Giardia killer	FBPA coupling cs
CC1=C(C(=O)OCc2ccc(C)cc2)C(c2ccc(O)c([N+](=O)[O-])c2)NC(=O)N1 (stereo not drawn)	6%	6%	5%	-3%	i	-4%	3	-1%	-3	1
Cc1cccc(C(=O)Nc2ccc(S(=O)(=O)N3CCOCC3)cc2C)c1	nt	16%	5%	-6%	2	2%	2	-4%	-8	0
CC1(C)Cc2ccccc2C(=NC(Cc2c[nH]c3ccccc23)C(=O)O)N1 (stereo not drawn)	-2%	3%	6%	-9%	-2	2%	33	-10%	-17	0
COc1ccc2[nH]c3c(c2c1)CC(C)NC3=O (stereo not drawn)	nt	-5%	7%	-5%	-16	3%	1	-5%	-6	-1
CSCC(=O)N1CCCC(CNC(=O)c2ccccc2Cl)C1 (stereo not drawn)	-1%	3%[11.5 µM]	2%	-4%	5	-4%	-2	2%	15	4
CCN=C1SC(CC(=O)Nc2ccccc2)C(=O)N1CC (stereo not drawn)	-2%&-3%	-11%	-6%	-2%	6&2	16%	0	-5%	-6&18	-1
CCOc1ccccc1NC(=O)c1ccccc1NC(=O)c1ccco1	-10%	1%	5%	-1%	-5	1%	0	-7%	-12	1
CC(C)C(NC(=O)c1ccc(Cl)cc1)C(=O)NCC1CCCO1 (stereo not drawn)	6%	-3%	1%	2%	-7	-1%	-2	8%	22	0
CCOC(=O)C(C(=O)Nc1nccs1)C1CCCCC1 (stereo not drawn)	-1%	3%	1%	2%	-9	1%	-4	-3%	17	3
O=C(NCc1ccccc1F)C1CCCN(C(=O)Nc2ccc(F)cc2)C1 (stereo not drawn)	1%	0%	16%	-12%	-1	-1%	0	-3%	-12	0
Cc1cc(N2C(=O)CC(Cc3ccccc3)C2=O)no1 (stereo not drawn)	4%	11%	1%	0%	-5	1%	-7	5%	-12	2
CCOC(=O)Cc1csc(NC(=O)CCc2ccccc2)n1	2%	-2%	0%	18%	5	-3%	-13	-13%	6	2
Cc1cc(C)c2c(=O)n(CC(=O)N3CCC(Cc4ccccc4)CC3)sc2n1	-13%[46.1 µM]	5%	-2%	?	nt	2%	-3	12%	nt	4
CCOc1ccc(CNC2CCCCCCC2)cc1OC	0%	11%	8%	0%	28	0%	7	4%	-18	3
Cc1csc(NC(=O)CSc2nc(=O)[nH]c3c2CCCC3)n1	-4%	-2%	1%	0%	0	?	-3	3%	-17	-1
COc1ccc(C(=O)C[n+]2ccc(-c3nnc4n3CCC4)cc2)cc1	4%[46.1 µM]	0%	1%	10%	-9	-10%	-14	0%	-14	-9
COc1ccc(/C=N/S(=O)(=O)c2ccccc2)cc1OC	6%	-5%	-3%	6%	2	1%	-7	7%	18	1
Cc1nnc(N(C)C(=O)c2ccccn2)s1	1%	2%	-1%	-2%	8	-1%	-10	-1%	-26	1
CC1CCN(C(=O)Nc2ccc3nsnc3c2)CC1	nt	3%	-5%	0%	1	2%	-24	-7%	-10	nt
Cc1sc(NC(=O)C2CCCCC2C(=O)O)c(C(N)=O)c1-c1ccccc1 (stereo not drawn)	-6%	-7%	-9%	1%	1	11%	-15	-1%	-28	9
COc1ccc(C(=O)Nc2c3c(nn2C(C)(C)C)CS(=O)(=O)C3)cc1OC	nt	30%	8%	-4%	-31	-1%	46	-4%	4	nt
O=C(COc1ccccc1)Nc1nn[nH]n1	-8%	-1%	-2%	0%	-13	-3%	0	-3%	-4	-2
COc1cccc(NC(=O)c2cc3cccc(OC)c3o/c2=N\O)c1	nt	10%	1%	0%	nt	?	-15	4%	nt	5
COc1ccccc1N1CCN(Cc2cccc(OC)c2OC)CC1	-1%	3%	0%	-3%	1	-11%	1	-3%	-7	-1
CCc1ccc2c(CN3CCC(C(=O)OC)CC3)cc(=O)oc2c1	7%	-4%	-3%	-3%	13	?	-4	-4%	-3	0
COc1ccc(CC(=O)NCC(c2ccc(OC)cc2)N(C)C)cc1 (stereo not drawn)	5%	1%	-1%	-4%	38	3%	-4	-2%	17	-3
CCN=C1SC(C(N)=O)CC(=O)N1CC (stereo not drawn)	1%	-1%	9%	-21%	6	-1%	3	1%	-10	0
C=CCN1C(=O)C(Cc2cccc(Cl)c2)S/C1=N/N=C/c1ccco1 (stereo not drawn)	5%	0%	1%	5%	-8	?	-12	-1%	3	0

Structural class: the entries above with a cyano group (2)
SMILES	TCR act	AT treatment	GALK inh	Tb PFK block	hERG WT inh	Chronic BCR inh	TSHR antagonist	CXXC DNA block	Giardia killer	FBPA coupling cs
CCCc1nc(N)c(C#N)c(-c2ccco2)c1CC	nt	4%	0%	-2%	-3	?	-18	12%	0	-1
CCNC(=S)N/N=C/c1ccc(C#N)cc1	5%	0%	1%	5%	4	2%	5	-1%	-1	1
